EP2 antag: inhibitors of human EP2 prostaglandin E2 receptor | P43116 | 260,000 compounds, 0.52% hits | inhibition, % at 25 µM | C6 glioma cells expressing human EP2, cAMP TR-FRET; cells stimulated with saturating PGE2 | AID 1422;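 active means percent inhibition above 40 after rounding to a whole number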;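 further: rat C6 glioma host cells with rolipram phosphodiesterase inhibitor present; the protocol text gives 20 µM as final concentration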
Target sequence (P43116 whole entry, looked up): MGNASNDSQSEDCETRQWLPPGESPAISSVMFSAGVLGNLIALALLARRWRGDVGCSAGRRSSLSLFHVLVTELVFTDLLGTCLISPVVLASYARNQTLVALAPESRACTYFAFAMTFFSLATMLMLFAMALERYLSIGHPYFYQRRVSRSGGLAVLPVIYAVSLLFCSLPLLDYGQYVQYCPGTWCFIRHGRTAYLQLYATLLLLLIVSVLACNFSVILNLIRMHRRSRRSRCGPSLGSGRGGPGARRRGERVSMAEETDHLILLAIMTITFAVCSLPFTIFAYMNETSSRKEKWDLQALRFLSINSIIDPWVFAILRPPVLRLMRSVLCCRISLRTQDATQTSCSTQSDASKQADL
Runt-CBFb FRET: Runt domain-CBFb interaction inhibition; 220,000 compounds, 0.46% hits; inhibition, % at 20 µM; Q01196+Q13951; Cerulean-Runt/Venus-CBFb FRET ratio 530/480, 1 h;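 active means inhibition over about 50% at 20 µM in the single-dose screen, limit read from the data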;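 further: 0% = DMSO wells and 100% = excess unlabeled CBFb competitor control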
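System: Cerulean-labeled Runt domain protein | Quantity: 100 nM of each labeled protein | Schedule: 1 h compound exposure, room temperature | Detection: Fluorescence energy transfer, 422 nm excitation, 530/480 nm emission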
Hck Nef HTS: blocks Nef-activated human Hck kinase; P08631; Recombinant Hck-YEEI plus Nef, Z-Lyte FRET kinase assay; inhibition, % at 20 µM; 220,000 compounds, 0.68% hits;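 active means Hck-Nef kinase inhibition above about 50%, limit read from the data; inactive means inhibition below that limit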;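 further: 0% = DMSO with Hck plus Nef and 100% = Hck alone without Nef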
Target sequence (P08631 whole entry, looked up): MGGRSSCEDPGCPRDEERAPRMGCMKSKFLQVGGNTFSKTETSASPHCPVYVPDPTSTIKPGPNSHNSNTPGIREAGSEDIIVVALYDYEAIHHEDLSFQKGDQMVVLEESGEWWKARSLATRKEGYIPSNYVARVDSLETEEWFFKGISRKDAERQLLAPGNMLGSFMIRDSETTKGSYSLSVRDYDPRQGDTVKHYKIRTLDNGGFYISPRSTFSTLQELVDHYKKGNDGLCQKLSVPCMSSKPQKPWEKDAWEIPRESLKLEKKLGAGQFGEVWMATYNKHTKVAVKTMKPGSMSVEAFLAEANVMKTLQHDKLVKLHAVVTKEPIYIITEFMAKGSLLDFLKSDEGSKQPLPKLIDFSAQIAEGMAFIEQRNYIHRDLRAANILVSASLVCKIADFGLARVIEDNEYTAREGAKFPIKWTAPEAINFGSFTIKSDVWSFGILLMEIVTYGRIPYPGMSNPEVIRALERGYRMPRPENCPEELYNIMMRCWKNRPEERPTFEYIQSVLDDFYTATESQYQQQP
zVAD death inh: L929 zVAD cell death inhibition. 220,000 compounds, 0.38% hits. viability rescue, % at 10 µM. L929 zVAD necroptosis rescue, ATP luminescence, 24 h; with zVAD 60 µM. AID 1377;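 active means activation, scaled between plate controls, above about 75%, limit read from the data; inactive means activation under that limit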;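 further: 0% = zVAD with DMSO and 100% = DMSO alone without zVAD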
EP2 modulator: modulators of human EP2 prostaglandin E2 receptor; 260,000 compounds, 0.83% hits; induction, % at 25 µM; EP2-expressing cells, cAMP HTRF FRET, PGE2 co-stimulation;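 active means compounds whose cAMP rise, as percent of the full-agonist control response, exceeds 60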;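 further: rat C6 glioma line stably carrying human EP2 under a CMV promoter; the protocol text gives 20 µM as final concentration; 100% = response of wells given 1 µM PGE2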
TNF necrop inh: TNF-alpha cell death inhibition in Jurkat FADD-/- cells; Jurkat FADD-/- TNF necroptosis rescue, ATP luminescence, 24 h; 0 = TNF only, 100 = no-TNF cells; activation (protection from cell death), % at 10 µM; 220,000 compounds, 0.068% hits; AID 463075;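 active means activation, meaning protection from cell death, of at least 50% relative to plate controls; inactive means activation below 50%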;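 further: necroptosis triggered by 40 ng/mL TNF-alpha added together with compound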
RBBP9 inhibitor: blocks human serine hydrolase RBBP9; O75884; recombinant RBBP9, FP-Rh probe fluorescence polarization; inhibition, % at 7.94 µM; 220,000 compounds, 0.2% hits; AID 1515;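 active means inhibition above the campaign mean of all tested compounds plus 3 SD, cut at about 14% in these data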;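 further: plate controls were DMSO wells with RBBP9 for no effect and wells lacking RBBP9 protein for full effect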
Target sequence (O75884 whole entry, looked up): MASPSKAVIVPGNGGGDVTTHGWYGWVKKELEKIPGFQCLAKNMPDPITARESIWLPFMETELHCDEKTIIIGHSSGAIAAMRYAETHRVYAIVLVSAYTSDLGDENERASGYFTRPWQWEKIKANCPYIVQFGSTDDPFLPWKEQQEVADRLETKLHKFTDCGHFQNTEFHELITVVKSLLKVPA
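Measured by: FP readout at 525/598 nm; material: recombinant human RBBP9; also added: Serine-hydrolase probe FP-Rh, 375 nM pre-mixing; medium: Tris buffer pH 8.0, NaCl, Pluronic; replication: one well per compound; doses: one concentration, 7.94 µM nominal, 0.794% DMSO; timing: preincubation 30 min plus labeling 45 min at 25 °C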
PERK inhibitor: blocks human PERK kinase; Q9NZJ5; CHO PERK-DD fusion, SEAP luminescence translation reporter; inhibition, % at 5.6 µM; 220,000 compounds, 0.17% hits;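 active means inhibition above the mean inhibition of all tested compounds plus 3 SD, set separately per screening campaign, cut at about 2.9% in these data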;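 further: PERK kinase domain activated by AP20187 dimerizer at 100 nM; 0% = DMSO with dimerizer and 100% = rapamycin at 8.4 µM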
Runt-SMMHC FRET: blocks binding of human RUNX1 Runt domain to CBFb-SMMHC | AID 1434 | inhibition, % at 20 µM | Cerulean-Runt/Venus-CBFb-SMMHC FRET ratio 530/480, 1 h | Q01196+Q13951 | 220,000 compounds, 0.74% hits;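 active means mean inhibition across duplicate retests at 20 µM reaching about 50%, limit read from the data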;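 further: 0% = DMSO wells and 100% = wells with excess untagged CBFb-SMMHC; inhibitors lower the FRET ratio by blocking Runt binding to CBFb-SMMHC; some results filed as inactive read as strong as hits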
An asterisk follows results filed as active; nt = no result given; & = joins results of further samples.

Each structure is followed by: EP2 antag, Runt-CBFb FRET, Hck Nef HTS, zVAD death inh, EP2 modulator, TNF necrop inh, RBBP9 inhibitor, PERK inhibitor, Runt-SMMHC FRET
Cc1cccc(OCCOC(=O)Nc2ccccc2)c1
    7, -4, 2, 0.5, -62, 1.5, 0, 1.3, 3
N#Cc1c(N)nc2c3c(sc(=N)c2c1N)NC(=O)CC3c1ccccc1 (stereo not given)
    14, 23, 10, 0.2, 42, -13, -1, 0.5, 40
CCN(C1=NS(=O)(=O)c2ccccc21)N(CC)S(=O)(=O)c1ccc(C)cc1
    7, -1, 2, -0.1, 52, 0.6, -9, 2.2, 2
CCCC(C(=O)OCC)P(=O)(c1ccccc1)c1ccccc1 (stereo not given)
    9, 2, 1, -0.6, 19, -0.2, 5, -0.9, 1
CCCc1cc(=O)[nH]c(SCC(=O)Nc2cc3c(cc2C(C)=O)OCO3)n1
    18, 0, 8, 0.4, 9, -1.7, -4, 1.0, 1
COc1ccc2[nH]c(=O)c(CN(Cc3ccco3)C(c3nnnn3Cc3ccccc3)C(C)C)cc2c1 (stereo not given)
    8&8, -9, 1, -1.5, 13&45, -5.5, 1, -0.4, -20
CCCCOC1CC(c2ccc(OCc3ccc(OC)cc3)c(OC)c2)N(C)O1 (stereo not given)
    6, -7, 15, 1.2, -24, -0.5, -7, 0.3, -5
COc1ccc(CNC(=O)COC(=O)c2n[nH]c3ccccc23)cc1
    6, -2, 1, 0.2, -25, -3.7, -11, 0.2, -2
Nc1c(Cl)ncnc1N/N=C/c1ccnc2ccccc12
    5, 1, 2, 3.5, -14, 2.8, 6, -0.2, -8
CCNc1nc(N)nc(-c2cc(Cl)ccc2O)n1
    8, -2, 37, 74, -33, 0.2, -7, 0.4, -1
COc1cccc2[nH]c3c(N4CCCC(C)C4)ncnc3c12 (stereo not given)
    6, -3, 3, 14, 94*, 4.3, -4, -0.8, 0
CCOc1ccc(-c2nnc(-c3cccnc3)o2)cc1OCC
    8, -3, 1, 1.3, 3, -0.4, -9, -0.8, 1
CCCC(=O)NNC(=O)c1ccoc1C
    3, -3, -2, -0.1, 2, 0.1, -11, -0.2, 2
O=C(NCCc1cccs1)C1CC(c2ccccc2[N+](=O)[O-])=NO1 (stereo not given)
    4, -3, -3, 0.3, 8, -0.4, -3, 0.7, 1
CCOc1ccc(NC(=O)CSc2nc(C)cc(C)n2)cc1
    12, -1, 4, -0.9, 3, -1.1, 0, 0.0, -4
COc1ccc(OC(=O)CN2C(=O)C3C4CCC(C4)C3C2=O)cc1 (stereo not given)
    7, -1, 8, 0.0, 4, -0.2, 4, 0.4, -2
Cc1nc2ccccc2n1CC(O)Cn1c2ccccc2c2ccccc21 (stereo not given)
    3, 0, 1, -0.1, -14, -1.4, -3, -1.4, -1
O=C(CCC1CCCC1)NCCCN1CCOCC1
    8, -1, 2, 0.3, 7, 0.7, -6, 0.9, -1
C=CCNC(=S)NNC(=O)c1ccc(OCC(C)C)cc1
    4, 2, -23, -0.3, 20, -0.7, 2, 1.7, -2
O=C(NNC(=S)Nc1ccc(F)cc1)c1ccccc1OC(F)F
    9, 12, 4, 0.6, -8, -0.5, 0, 0.2, -2

Full records, looked up by structure:
COc1cccc2[nH]c3c(N4CCCC(C)C4)ncnc3c12 (stereo not given) is listed with EP2 antag: 6; Runt-CBFb FRET: -3; Hck Nef HTS: 3; zVAD death inh: 14; EP2 modulator: 94*; TNF necrop inh: 4.3; RBBP9 inhibitor: -4; PERK inhibitor: -0.8; Runt-SMMHC FRET: 0
C=CCNC(=S)NNC(=O)c1ccc(OCC(C)C)cc1 is listed with EP2 antag: 4; Runt-CBFb FRET: 2; Hck Nef HTS: -23; zVAD death inh: -0.3; EP2 modulator: 20; TNF necrop inh: -0.7; RBBP9 inhibitor: 2; PERK inhibitor: 1.7; Runt-SMMHC FRET: -2

(more compounds)
Each structure is followed by: EP2 antag, Runt-CBFb FRET, Hck Nef HTS, zVAD death inh, EP2 modulator, TNF necrop inh, RBBP9 inhibitor, PERK inhibitor, Runt-SMMHC FRET
CCOC(=O)c1ccc(N2C(=O)C(CC(N)=O)N(CCc3ccc(OC)c(OC)c3)C2=S)cc1 (stereo not given)
    13, 1, 7, 0.9, -25, 0.9, 2, 0.3, 3
Cc1cc(C(=O)NNC(=O)c2cccc(S(=O)(=O)N3CCOCC3)c2)c2ccccc2n1
    6, 0, 16, 1.1, 28, -0.1, -6, 0.2, 3
COCCn1c(SCC(=O)c2ccc3c(c2)OCCO3)nnc1-c1ccco1
    7, 7, -4, 0.0, -3, -2.8, -1, -0.2, 7
Cc1ccc(S(=O)(=O)N2CCN(C(=O)CCC(=O)NCCc3ccc(S(N)(=O)=O)cc3)CC2)c(C)c1
    0, 1, 24, 1.4, 22, 0.4, -5, 0.7, -1
COCCCn1c(SCC(=O)NC2CCCC2)nnc1-c1ccco1
    8, 3, -1, 0.0, 9, 0.7, 2, -0.7, -3
Cc1ccc(S(=O)(=O)NC2CCCc3ccccc32)cc1C (stereo not given)
    4, 3, -2, 0.6, 24, 1.0, 7, 0.6, 1
CCCCOc1ccc(NC2=NC3(CCCC3)N=C(N)N2)cc1
    5, 0, 4, -1.0, -25, -4.7, -12, -0.4, -3
CN(C)C(CNC(=O)c1cccc(C#N)c1)c1ccco1 (stereo not given)
    9, 2, -3, 2.3, 25, 0.9, 9, 1.4, -5
Cc1ccc(S(=O)(=O)Nc2ccc(Br)cc2/C=N/n2cnnc2)cc1
    17, -23, -2, -0.2, -9, -4.1, -10, 0.8, -83
CC1=NC(=O)C(N=Nc2ccccc2C(=O)O)N1c1ccccc1 (stereo not given)
    11, -8, 23, 12, 12, 1.0, 4, 1.1, -9
COc1cc(C(=O)N2CCN(C(=O)COc3ccc4ccccc4c3)CC2)cc(OC)c1OC
    -3, -6, 3, 1.0, -9, -1.0, -3, -0.4, -2
Cc1nnc(SCC(=O)Nc2ccccc2NC(=O)CSc2nnc(C)s2)s1
    11, 1, 2, 0.3, 19, -0.6, -6, 0.5, 3
CCCOc1ccc(Cl)cc1CN1CCOCC1
    7, 2, 1, 0.2, 13, 0.0, -2, -0.5, 0
Cc1ccc(-c2c3c([nH]c(=S)c2C#N)CCCC3)o1
    15, 18, 1, -0.2, 34, -1.7, -7, 0.6, 11
COc1cc(SC)ccc1C(=O)Nc1c(C)cccc1C
    3, 1, 18, 0.8, 10, -3.0, -10, -0.4, -4
Cc1cc2ncn(/N=C/c3ccc4c(c3)OCO4)c2cc1C
    8, 4, 21, 75, 8, 0.0, -2, 1.2, -6
CC(C)(C)NC(=O)NC(=O)COC(=O)CCCc1c[nH]c2ccccc12
    10, 1, 1, 2.6, -6, -2.8, -4, 0.1, -9
CC12c3ccccc3C(c3ccccc31)C1C(=O)N(c3ccncc3)C(=O)C12 (stereo not given)
    4, nt, 18, 0.7, 11, -1.3, -4, 0.4, nt
Cc1cccc(Cl)c1NC(=S)NCCc1ccccn1
    10, 0, 14, -0.2, -27, -2.1, -9, 0.1, 1
O=C(Nc1ccc(OCC(F)(F)C(F)F)c(C(F)(F)F)c1)c1ccc(Cl)cc1
    15, nt, 0, 1.5, nt, -20, -26, 0.1, nt
CC(=O)c1cccc(Nc2ccc(-c3ccccc3F)nn2)c1
    3, 2, 17, 1.3, -32, 1.1, -5, -0.6, -3
Cc1ccccc1C(=O)O/N=C1\CCS(=O)(=O)c2sccc21
    10, 0, 0, 0.1, -32, -1.6, -1, -0.1, 1
CCCn1c(=O)c2c(C(F)(F)F)cc(-c3ccco3)nc2n(CCC)c1=O
    6, 3, 4, -0.2, 16, -3.0, -1, 1.3, 5
CC(NC(=O)c1ccco1)C(=O)OCC(=O)c1ccc(Cl)s1 (stereo not given)
    9, 0, 0, 1.3, 29, -2.0, -3, -0.2, -1
CCn1cc(C(=O)Nc2nnc(C)s2)c(=O)c2cc(F)c(N3CCN(C(=O)c4ccco4)CC3)cc21
    nt, nt, 7, 0.2, nt, -0.5, -11, -1.0, nt
CC(=O)Nc1nc(C(=O)Nc2c(C)n[nH]c2C)cs1
    6, 0, 1, -0.4, 2, -0.7, -3, -0.7, -8
Cc1c(C)n(CC(O)CNCCO)c2ccccc12 (stereo not given)
    9, 3, 2, 0.1, -10, 2.1, 0, 1.8, -2
CCCCCOc1ccc2oc(=O)c3c(c2c1)CCCN3C(=O)CN1CCCC(C(=O)OCC)C1 (stereo not given)
    14, -11, -1, -0.4, 3, -0.6, -2, -0.7, -12
Cn1c(N=Nc2ccc(N3CCOCC3)cc2)[n+](C)c2ccccc21
    27, 8, 30, -3.0, -15, -11, -13, 0.1, 10
O=C(COC(=O)/C=C/c1cccs1)Nc1ccc2ccccc2c1
    9, -2, 3, 2.0, -35, 1.5, -9, 1.0, -6
COc1ccc2c(c1)c1ncn(Cc3ccco3)c(=O)c1n2C
    11, 39, 0, 1.4, -12, 2.7, 5, -1.7, 31
Cc1ccc(C(=O)N2CCN(c3ccc([N+](=O)[O-])cc3-n3cccc3)CC2)cc1
    4, -2, 10, 1.0, -23, 0.3, -13, -1.9, -4
Cc1ccc(NC(=O)CS(=O)CC(=O)Nc2ccc3c(c2)OCO3)cc1Cl (stereo not given)
    14, -3, -2, -0.1, -40, -0.8, 1, 0.5, -2
c1ccc(CNc2nc(NCc3ccccc3)c3ccccc3n2)cc1
    95*, -1, -179, -3.1, -54, -33, -2, 0.0, 6
CN1/C(=C\C=[N+](C)c2ccccc2)C(C)(C)c2ccccc21
    16, 1, 2, -0.3, -15, -15, -6, 0.9, 27
CC(=O)c1ccc(NCC(=O)N2CCN(c3ccccc3)CC2)cc1
    nt, 0, 9, -0.7, -31, -1.9, -3, -0.1, -2
CC1(C)CC(NC(=O)C(F)(F)F)CC(C)(C)N1OC(=O)c1ccco1
    1, -3, -3, 3.5, 15, -0.7, -8, 0.2, 0
Cc1ccc(C2C3=C(CC(C)(C)CC3=O)NC3=C2C(=O)c2ccccc23)cc1 (stereo not given)
    18, 0, 7, -0.2, -30, 1.4, 3, -1.3, 5

Only Hck Nef HTS, TNF necrop inh and RBBP9 inhibitor (7 entries from above):
| Molecule | Hck Nef HTS | TNF necrop inh | RBBP9 inhibitor |
| --- | --- | --- | --- |
| COc1ccc2c(c1)c1ncn(Cc3ccco3)c(=O)c1n2C | 0 | 2.7 | 5 |
| Cc1ccc(C(=O)N2CCN(c3ccc([N+](=O)[O-])cc3-n3cccc3)CC2)cc1 | 10 | 0.3 | -13 |
| Cc1ccc(NC(=O)CS(=O)CC(=O)Nc2ccc3c(c2)OCO3)cc1Cl (stereo not given) | -2 | -0.8 | 1 |
| c1ccc(CNc2nc(NCc3ccccc3)c3ccccc3n2)cc1 | -179 | -33 | -2 |
| CN1/C(=C\C=[N+](C)c2ccccc2)C(C)(C)c2ccccc21 | 2 | -15 | -6 |
| CC(=O)c1ccc(NCC(=O)N2CCN(c3ccccc3)CC2)cc1 | 9 | -1.9 | -3 |
| CC1(C)CC(NC(=O)C(F)(F)F)CC(C)(C)N1OC(=O)c1ccco1 | -3 | -0.7 | -8 |

An excerpt; count on the stated rates, not on these rows.
